# High-throughput results from PubChem.
# PP1 counter: PP1-alpha phosphatase inhibitors, primary screen, counter-screen for PP5 inhibitor project, biochemical, fluorescence, OMFP substrate, single point. actives 0.9% (n = 320,000). inhibition, % at 6.7 µM. Serine/threonine-protein phosphatase PP1-alpha catalytic subunit (Homo sapiens), P62136. AID 2235, 2010. purified PP1alpha;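 active = inhibition above the mean inhibition of all tested compounds plus 3 SD, computed separately for each screening campaign, cut at about 15% in these data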
# GASC-1 inh: inhibitors of GASC-1 histone demethylase, primary screen, biochemical, fluorescence, DELFIA europium | Lysine-specific demethylase 4C (Homo sapiens), Q9H3R0 | inhibition, % at 2.35 µM | GST-JMJD2C(1-420) H3K9me3 demethylation | actives 0.069% (n = 330,000);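 active = more than half of a compound's replicate wells show inhibition beyond 50%, single wells judged on their own value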;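 also: signal counts dimethyl H3K9 product captured on neutravidin plate; 0% = median of DMSO wells and 100% = 0.3 times that DMSO median; strong numbers were not always called active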
# proCasp7 act: procaspase-7 activators, primary screen, counter-screen for procaspase-3 activator project, biochemical, absorbance, HTS, human; Caspase-7 (Homo sapiens), P55210; activation, % at 8.5 µM; actives 0.093% (n = 330,000); recombinant procaspase-7, Ac-DEVD-pNA absorbance 405 nm; D23A/D198A/D206A triple mutant, cannot self-cleave; scale: DMSO 0, 5 µM enzyme 100;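 active = percent activation above the screen-wide mean plus 3 SD, cut at about 25% in these data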
# Target sequence (P55210 whole entry D23A/D198A/D206A): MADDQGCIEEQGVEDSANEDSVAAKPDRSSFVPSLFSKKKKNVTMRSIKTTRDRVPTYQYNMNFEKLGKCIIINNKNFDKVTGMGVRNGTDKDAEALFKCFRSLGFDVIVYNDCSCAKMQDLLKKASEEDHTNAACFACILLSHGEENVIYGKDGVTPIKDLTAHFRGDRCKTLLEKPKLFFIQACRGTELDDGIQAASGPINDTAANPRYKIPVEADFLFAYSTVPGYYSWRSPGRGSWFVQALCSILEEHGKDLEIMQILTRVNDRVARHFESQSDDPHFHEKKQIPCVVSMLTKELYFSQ
#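 signal = Epi-absorbance of released pNA at 405 nm, two timepoints | assay system = Uncleavable procaspase-7 mutant enzyme | reagent = Ac-DEVD-pNA substrate, 400 µM as added | times = 1 h enzyme–compound preincubation and 2 h substrate reaction, both 25 °C | benchmarks = low DMSO alone, high DMSO plus 5 µM PC-7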
# proCasp3 act: activators of human procaspase-3 D3A mutant, primary screen, biochemical, absorbance, PC-3 D3A mutant, single concentration | recombinant procaspase-3 D3A, Ac-DEVD-pNA absorbance 405 nm | actives 0.11% (n = 330,000) | activation, % at 8.5 µM | Caspase-3 (Homo sapiens), P42574 | AID 463141, 2010;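 active = activation above the mean of all tested compounds plus 3 SD, cut at about 21% in these data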;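 also: 0% = DMSO alone and 100% = DMSO wells spiked with extra 5 µM PC-3 D3A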
# Target sequence (P42574 whole entry D9A/D28A/D175A): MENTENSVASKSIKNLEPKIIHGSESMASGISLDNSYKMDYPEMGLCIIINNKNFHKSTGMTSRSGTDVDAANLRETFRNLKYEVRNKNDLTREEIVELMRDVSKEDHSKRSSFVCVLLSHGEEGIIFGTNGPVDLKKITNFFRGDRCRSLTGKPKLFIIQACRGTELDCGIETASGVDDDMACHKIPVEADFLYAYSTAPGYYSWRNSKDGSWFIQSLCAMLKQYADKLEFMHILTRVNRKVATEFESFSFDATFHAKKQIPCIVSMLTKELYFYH
#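 Evaluation: percent activation relative to control range; Material: Procaspase-3 D3A mutant, all three cleavage aspartates alanine; Compound: single dose, 8.5 µM nominal compound, 0.8% DMSO; Replication: one well per compound; Signal: absorbance at 405 nm, 0 and 120 min; Schedule: 1 h preincubation plus 2 h reaction at 25 °C.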
# Efflux pump inh: inhibitors of Candida efflux pumps in yeast, primary screen, S. cerevisiae, Nile Red, multiplex; actives 0.44% (n = 330,000); inhibition, % at 10 µM; S. cerevisiae Candida pump triplex; AID 485275, 2010;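 active = plate passing quality check with inhibition over a set limit, or well fluorescence over plate mean plus 4 SD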;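 also: Nile Red retained in pooled yeast measured as flow cytometry median fluorescence; 0% = buffer negative control and 100% = Enniatin B positive control; higher means more Nile Red kept so more efflux inhibition; some compounds called inactive have numbers as strong as hits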
# Fh CTSL1 inh: Fasciola hepatica cathepsin L1 inhibitors, primary screen, counter-screen for PFM18AAP inhibitor project, biochemical, QFRET, fluorogenic peptide substrate; actives 0.49% (n = 300,000); recombinant F. hepatica cathepsin L1, Z-Leu-Arg-MCA fluorescence; inhibition, % at 5.96 µM;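 active = inhibition above the mean of all tested compounds plus 3 SD, set per screening campaign, cut at about 17% in these data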;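 also: 0% = plate median of test compound wells and 100% = 1 µM Z-Phe-Ala-diazomethylketone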
# PP5 primary: PP5 phosphatase inhibitors, primary screen, biochemical, fluorescence | Serine/threonine-protein phosphatase 5 (Homo sapiens), P53041 | purified PP5c, OMFP substrate fluorescence | inhibition, % at 6.7 µM | actives 0.18% (n = 320,000) | AID 1987, 2009;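 active = inhibition above the campaign's mean inhibition across all tested compounds plus 3 SD, cut at about 9.5% in these data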;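 also: 0% = DMSO only and 100% = 100 µM cantharidin control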
# Target sequence (P53041 whole entry, looked up): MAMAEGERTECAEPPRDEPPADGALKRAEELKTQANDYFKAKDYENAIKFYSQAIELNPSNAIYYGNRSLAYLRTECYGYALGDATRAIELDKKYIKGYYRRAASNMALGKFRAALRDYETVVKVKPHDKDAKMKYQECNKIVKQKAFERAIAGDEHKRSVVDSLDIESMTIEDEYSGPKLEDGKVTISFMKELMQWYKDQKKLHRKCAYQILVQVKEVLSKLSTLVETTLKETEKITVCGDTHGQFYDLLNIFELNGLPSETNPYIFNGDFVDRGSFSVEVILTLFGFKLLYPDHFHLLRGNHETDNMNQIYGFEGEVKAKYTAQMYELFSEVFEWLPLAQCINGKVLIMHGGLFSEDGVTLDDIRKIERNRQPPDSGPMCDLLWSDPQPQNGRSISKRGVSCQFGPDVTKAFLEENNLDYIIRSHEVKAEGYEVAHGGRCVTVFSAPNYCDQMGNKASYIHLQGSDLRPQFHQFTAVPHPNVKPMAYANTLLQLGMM
# TPT1 inh: Candida albicans TPT1 enzyme inhibitors, primary screen, biochemical, fluorescence polarization; inhibition, % at 5 µM; recombinant caTPT1, FP RNA substrate dephosphorylation; actives 0.81% (n = 300,000); AID 1962, 2009;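 active = inhibition above the mean of all tested compounds plus 3 SD, set per screening campaign, cut at about 24% in these data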;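 also: plate controls were DMSO alone for no effect and ferristatin control at 100 nM for full effect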
# HCV core dimer: inhibitors of HCV core protein dimerization, primary screen, biochemical, TR-FRET, high-throughput; TR-FRET GST/Flag-core106 dimerization, 1536-well; inhibition, % at 5 µM; actives 0.33% (n = 300,000); AID 1899, 2009;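 active = inhibition above the mean of all tested compounds plus 3 SD, set per screening campaign, cut at about 45% in these data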
#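 assay system = GST-tagged and Flag-tagged HCV core protein residues 1-106 | controls = unlabelled core106 and no-GST-core106 wells | incubation = compound-protein-antibody incubation 4 h at 22.5 °C | probe or stimulus = Eu donor and XL665 acceptor anti-tag antibodies | read-out = % inhibition based on acceptor/donor emission ratio | signal = TR-FRET 671 and 617 nm emission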
# Numbers without * were called inactive; . = not tested or not shown; & = joins results of further samples.
SMILES,PP1 counter,GASC-1 inh,proCasp7 act,proCasp3 act,Efflux pump inh,Fh CTSL1 inh,PP5 primary,TPT1 inh,HCV core dimer
COc1cccc(-c2nc(CS(=O)(=O)CC(=O)NCc3ccc(Cl)cc3)c(C)o2)c1,-1.9,3.1,2.4,0.6,-0.2,1.5,0.8,-1.2,-2.3
O=C(NCCCN1CCOCC1)c1cc(-c2ccc(Br)cc2)on1,-4.3,-4.6,5.1,0.1,-0.2,-1.0,1.4,-1.1,-2.5
Cc1cc(C)nc(SCCC(=O)Nc2ccc(F)cc2)n1,-0.9,3.8,0.0,-7.8,0.0,-0.2,-4.0,-4.4,-6.0
Cc1ccc(CNC(=O)CSc2ccsc2[N+](=O)[O-])cc1,-2.1,-0.3,4.1,6.1,0.1,2.0,1.1,0.2,2.2
COCCNC(=O)CN1CCN(S(=O)(=O)c2ccc3c(c2)CCCC3)CC1,-4.0,12.4,0.0,9.3,0.0,.,0.6,.,.
CC(=O)Nc1ccc(/C=N/N2CCCCC2)cc1,-4.0,-15.2,8.1,-5.9,-0.2,4.3,0.3,-2.4,-11.4
COc1ccc(C)cc1S(=O)(=O)N1CCN(S(=O)(=O)c2cc(C(=O)O)ccc2C)CC1,0.1,10.9,2.3,14.7,0.2,-6.2,2.8,-2.2,-9.6
Cc1cccc(NC(=O)COc2ccc(/C=N\n3cnnc3)cc2)c1,-1.9,2.1,2.9,-6.9,-0.2,3.0,0.7,-1.4,-4.7
CCCC(=O)Nc1nc2ccc(OC)cc2s1,0.4,5.1,1.7,6.7,-0.2,3.9,2.4,1.8,-1.7
Cc1ccc(NC(=O)CCn2c(=O)[nH]c3ccsc3c2=O)cc1,5.2,0.2,9.0,1.5,-0.1,-0.8,-2.6,0.3,0.5
CN(C(=O)COc1ccccc1)c1nnc(-c2cccnc2)s1,0.7,-2.6,-7.8,-0.6,0.6,-1.7,1.1,-4.7,9.2
CCOc1ccc(CNCc2cccnc2)cc1,-4.6,6.6,3.4,4.5,0.1,-0.9,3.0,-1.5,-1.8
Cc1ccc(CN2CCNC(=O)C2CC(=O)N(C)C2CCCCC2)cc1 (stereo unspecified),-5.9,0.2,4.6,1.8,-3.2,-0.3,-3.7,2.4,-4.0
O=S1(=O)c2cccc3cccc(c23)N1Cc1ccc(-c2nnco2)cc1,1.1,-5.3,6.8,-2.8,0.1,4.6,3.3,1.4,11.9
CCOC(=O)C(CC)/C(C)=N\NC(=O)c1cccc(C)c1 (stereo unspecified),2.1,4.7,4.5,4.6,-0.2,-0.3,-0.9,2.1,-0.4
C/C=C/C=C/C(=O)N1CC2(CC(c3cccc(NC(=O)CCCCC)c3)=NO2)C[C@H]1C(N)=O (stereo partly specified),1.6,-23.9,-2.0,6.5,-0.1,0.1,0.7,-1.4,6.4
CCOC(=O)C1CCN(c2ncnc3c2cnn3-c2ccc(OC)cc2)CC1,-1.5,.,6.0,6.3,0.1,0.3,0.8,-2.9,-2.5
O=C(CS(=O)(=O)c1c[nH]c2ccccc12)N1CCCc2ccccc21,1.6,-5.9,-0.7,21.0,-0.2,-9.4,3.1,-1.3,6.9
Cc1csc(NC(=O)CSc2nnc(-c3ccccn3)n2-c2ccc(C)c(C)c2)n1,0.5,101.7&-17.1,7.2,2.0,0.2,0.0,0.5,3.9,2.3
O=C1CC(C(=O)NCCc2ccccc2)SC(=Nc2ccccc2)N1 (stereo unspecified),-3.0,-3.1,-18.7,-21.0,0.0,4.8,-0.8,0.3,0.5
Cc1cc(OCc2cc(C(=O)N3CCN(C)C(=O)[C@@H]3C)no2)cc(C)c1Cl,-2.2,0.4,6.1,-4.1,-0.1,-2.1,0.2,-3.4,-2.1
[O-]C1=N/[N+](=C/c2ccccc2)CC1,-0.8,-9.6,-16.3,0.4,-0.1,-2.4,0.1,-3.1,-9.5
CC1NC(=O)NC1CCCCCC(=O)Nc1ccc(F)c(Cl)c1 (stereo unspecified),-0.1,9.3,-2.7,1.7,-0.2,3.7,0.1,-3.7,-5.3
FC(F)(F)c1cccc(OCC2CNC(=S)O2)c1 (stereo unspecified),-1.7,8.3,1.3,1.6,-0.1,-5.1,-1.4,-2.3,3.9
Cn1cc(SCC(=O)NCc2ccc3c(c2)OCO3)c2ccccc21,-4.2,1.2,3.2,8.9,0.2,3.6,0.4,-3.8,-10.3

# The final five records of the section before are carried over, then new ones follow.
SMILES,PP1 counter,GASC-1 inh,proCasp7 act,proCasp3 act,Efflux pump inh,Fh CTSL1 inh,PP5 primary,TPT1 inh,HCV core dimer
Cc1cc(OCc2cc(C(=O)N3CCN(C)C(=O)[C@@H]3C)no2)cc(C)c1Cl,-2.2,0.4,6.1,-4.1,-0.1,-2.1,0.2,-3.4,-2.1
[O-]C1=N/[N+](=C/c2ccccc2)CC1,-0.8,-9.6,-16.3,0.4,-0.1,-2.4,0.1,-3.1,-9.5
CC1NC(=O)NC1CCCCCC(=O)Nc1ccc(F)c(Cl)c1 (stereo unspecified),-0.1,9.3,-2.7,1.7,-0.2,3.7,0.1,-3.7,-5.3
FC(F)(F)c1cccc(OCC2CNC(=S)O2)c1 (stereo unspecified),-1.7,8.3,1.3,1.6,-0.1,-5.1,-1.4,-2.3,3.9
Cn1cc(SCC(=O)NCc2ccc3c(c2)OCO3)c2ccccc21,-4.2,1.2,3.2,8.9,0.2,3.6,0.4,-3.8,-10.3
COc1ccc2[nH]c(=O)c(CN(Cc3ccco3)Cc3nnnn3Cc3ccccc3)cc2c1,1.4,7.0,-16.0,-14.5,-0.1,0.4,-0.5,3.8,1.5
Cc1csc(NC(=O)c2cc(-c3ccncc3)nc3ccccc23)n1,8.0,-3.4,11.0,5.2,0.3,-2.5,-0.7,2.9,17.1
c1ccc(N=Nc2ccc3cccccc2-3)cc1,0.4,-7.7,-1.4,-14.7,0.1,2.0,1.3,-2.6,-15.8
COc1cccc(C2CC(c3ccc(Cl)cc3)n3nc(N)nc3N2)c1 (stereo unspecified),1.5,-14.7,19.2,-2.7,-0.1,0.0,2.9,-4.8,3.0
CC(=O)c1cccc(NC(=O)C2(c3ccccc3)CC2(Cl)Cl)c1 (stereo unspecified),0.2,-3.2,-3.8,-8.7,0.0,-0.4,3.6,-2.4,5.0
COC1=C(Nc2ccccc2OC)C(=O)c2ccccc2C1=O,-4.5,-2.8,2.0,3.9,0.0,-5.5,1.0,1.6,0.8
O=C(NCc1ccccc1Cl)c1cc(C(=O)C2CC2)c[nH]1,-5.0,5.6,-5.8,1.6,-0.1,4.3,-2.2,-0.4,-5.8
O=C1[C@H]2CCCC[C@H]2C(=O)N1CCCCN1CCN(c2nsc3ccccc23)CC1,-3.0,-41.3,4.6,-8.3,-0.1,-1.6,4.6,-2.9,-13.2
C/C(CC(=O)Nc1ccc(Cl)c(Cl)c1)=N\NC(N)=S,-6.1,-9.8,-3.4,-3.2,0.1,30.3*,2.9,2.4,-4.0
O=S(=O)(NC1=NCCCCC1)c1ccccc1Cl,2.1,-3.2,0.6,2.0,0.0,-5.2,0.1,1.4,1.4
O=C(CSc1cc(Cl)ccc1Cl)NC1CCCc2ccccc21 (stereo unspecified),0.0,-3.0,-13.7,-8.5,0.1,0.8,2.3,5.0,-0.8
O=C(NN1CCOCC1)c1sc2cccc(F)c2c1Cl,1.0,-17.5,1.6,4.1,-0.2,-0.5,2.1,5.2,1.9
CCn1c(CC(=O)Nc2ccccc2)nnc1SCC(=O)Nc1ccccc1C(=O)OC,-1.5,-9.3&-0.2,3.7,10.6,0.0,-2.3,-0.5,-1.1,1.7
C=CCN(c1ccccc1C(=O)O)S(=O)(=O)c1ccc(C)cc1,-7.3,4.6,3.3,9.0,0.7,-0.2,-3.4,3.6,-7.9
CC1=CN2C(=NC(=O)CC2(C)C(=O)N(CC(=O)NC2CCCC2)Cc2ccccc2)C=C1 (stereo unspecified),1.6,4.5,-3.1,10.2,0.0,-1.4,1.2,-3.9,-7.8
COc1ccc2occ(C(=O)c3ccc(N=C(C)N(C)C)cc3)c2c1,2.4,-15.7,4.5,7.7,0.1,5.8,-1.2,-0.1,-1.2
COc1ccc(NC(=O)CN2CCC(Cc3ccccc3)CC2)cc1S(=O)(=O)N1CCOCC1,-4.1,0.2,5.9,11.2,-0.1,2.4,2.1,-1.5,-6.8
COc1ccc(CC(=O)NC(C)CCc2ccccc2)cc1 (stereo unspecified),-4.0,22.6,4.0,5.3,-0.1,-1.7,-0.9,-2.4,0.4
Cc1csc(=O)n1CCC(=O)OC(C)C(=O)Nc1ccc(N2CCOCC2)cc1 (stereo unspecified),-2.1,10.8,5.9,1.7,-0.2,.,-0.6,.,.
O=C(NCc1ccco1)/C(=C/c1ccccc1F)NC(=O)c1ccccc1,-1.8,2.8,7.9,-1.8,0.0,4.5,0.8,-0.5,-3.4
Cc1cc(Nc2ccccc2)n2nc(C)c(-c3ccccc3)c2n1,-0.7,2.8,8.7,-5.1,0.0,1.4,0.6,-1.9,-2.3
Cc1ccc(CNC(=O)CN(C)S(=O)(=O)c2ccc3c(c2)n(C)c(=O)c(=O)n3C)cc1,-3.0,11.2,-3.0,7.4,0.1,3.0,-0.2,-2.0,-4.4
Cc1ccc(S(=O)(=O)Oc2ccccc2/C=N/NC(=O)c2c(Cl)cnn2C)cc1,2.2,-5.2,2.8,13.2,0.2,0.4,1.2,-0.3,6.4
COc1ccc(-c2csc(NC(C)c3nc4cc(Cl)c(Cl)cc4n3CCCO)n2)cc1 (stereo unspecified),4.9,-38.6,1.6,-6.3,-0.1,0.1,4.5,-0.1,-7.2
O=C(NCCC1=CCCCC1)C1CC(=O)N(C2CCCCCC2)C1 (stereo unspecified),-3.3,0.5,-7.7,2.6,0.1,5.4,-0.2,-1.3,-5.3
O=C(CN(c1ccccc1)S(=O)(=O)c1ccc(Cl)cc1)Nc1cccnc1,0.1,0.8,1.0,-8.2,-0.1,-1.6,1.0,-0.7,-5.7
CCN(C(=O)c1ccc(Br)o1)C1CCS(=O)(=O)C1 (stereo unspecified),-6.4,50.6,0.8,7.7,0.1,-0.7,-0.9,-2.7,-1.2
